# Compound activity (PubChem)
# E coli Lon inh: inhibitors of E. coli Lon protease, primary screen, biochemical, fluorescence polarization | AID 602123, 2011 | P0A9M0 | inhibition, % at 7.94 µM | 360,000 tested, 0.42% active | purified E. coli Lon protease; in the data active = inhibition above about 13%, passing the limit was not always enough;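 also: 0% = enzyme with probe and DMSO and 100% = no enzyme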
# MsrA act: bovine MsrA enzyme activators, primary screen, biochemical, absorbance, HTS; AID 602163, 2012; activation, % at 10.6 µM; Methionine sulfoxide reductase A (Bos taurus); purified bovine MsrA, absorbance read-out; 360,000 tested, 0.3% active; in the data active = activation above about 7.5%;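 also: 0% = vehicle and 100% = reference activator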
# CendR NRP1 mod: modulators of CendR peptide binding to NRP-1, primary screen, biochemical, fluorescence polarization, uHTS; Neuropilin-1 (Homo sapiens), O14786; FAM-RPARPAR peptide binding to NRP-1; inhibition, % at 25 µM; 360,000 tested, 0.85% active;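 active = inhibition or corrected inhibition above about 18%, plus a signal ratio from 0.5 to 1.5, limit read from the data, passing the limit was not always enough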; also: strong numbers were not always called active
# TbMetRS inhib: T. brucei MetRS inhibitors, primary screen, biochemical, luminescence | purified T. brucei MetRS, ATP depletion, Kinase-Glo luminescence | methionyl-tRNA synthetase (Trypanosoma brucei brucei) | inhibition, % at 11.9 µM | 360,000 tested, 0.4% active;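 active = inhibition above a per-plate cutoff of the control wells' mean inhibition plus 3 SD, cut at about 5.5% in these data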;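 also: 0% = DMSO wells median and 100% = median of wells with control inhibitor compound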
#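 assay system = parasite MetRS enzyme | timing = 15 min preincubation, 2 h reaction, all 25 °C | evaluation = percent inhibition relative to median high and low control wells | medium = HEPES buffer containing pyrophosphatase, BSA, spermine, DTT | compound = single dose, 11.9 µM final nominal, 0.9% final DMSO | detection = Kinase-Glo luminescence, ATP depletion format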
# STEP block: STEP phosphatase inhibitors, primary screen, biochemical, fluorescence intensity, uHTS. recombinant STEP, OMFP fluorogenic substrate. AID 588621, 2011. inhibition, % at 20 µM. 360,000 tested, 0.25% active. Tyrosine-protein phosphatase non-receptor type 5 (Homo sapiens), P54829;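 active = inhibition at 20 µM, scaled per plate between control wells, above about 37%, limit read from the data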;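 also: 0% = DMSO with enzyme and substrate and 100% = substrate only without enzyme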
#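 medium = Bis-Tris buffer pH 6.0, 2.5 mM DTT, 0.005% Tween 20 | test system = STEP (striatal-enriched tyrosine phosphatase) enzyme, cell-free | measure = normalized % inhibition | compound dosing = 20 µM, 1% DMSO | also added = 25 µM OMFP | schedule = reaction 20 min, ambient temperature | measured by = fluorescence read at 480 nm ex / 540 nm em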
# DNMT1 inh: human DNMT1 methyltransferase inhibitors, primary screen, biochemical, molecular beacon, fluorescence, HinP1I cleavage, uHTS. DNA (cytosine-5)-methyltransferase 1 (Homo sapiens), P26358. inhibition (reported as % activation of signal), % at 10 µM. 360,000 tested, 0.83% active; in the data active = inhibition above about 50%
# Target sequence (P26358 504-1616 limits assumed): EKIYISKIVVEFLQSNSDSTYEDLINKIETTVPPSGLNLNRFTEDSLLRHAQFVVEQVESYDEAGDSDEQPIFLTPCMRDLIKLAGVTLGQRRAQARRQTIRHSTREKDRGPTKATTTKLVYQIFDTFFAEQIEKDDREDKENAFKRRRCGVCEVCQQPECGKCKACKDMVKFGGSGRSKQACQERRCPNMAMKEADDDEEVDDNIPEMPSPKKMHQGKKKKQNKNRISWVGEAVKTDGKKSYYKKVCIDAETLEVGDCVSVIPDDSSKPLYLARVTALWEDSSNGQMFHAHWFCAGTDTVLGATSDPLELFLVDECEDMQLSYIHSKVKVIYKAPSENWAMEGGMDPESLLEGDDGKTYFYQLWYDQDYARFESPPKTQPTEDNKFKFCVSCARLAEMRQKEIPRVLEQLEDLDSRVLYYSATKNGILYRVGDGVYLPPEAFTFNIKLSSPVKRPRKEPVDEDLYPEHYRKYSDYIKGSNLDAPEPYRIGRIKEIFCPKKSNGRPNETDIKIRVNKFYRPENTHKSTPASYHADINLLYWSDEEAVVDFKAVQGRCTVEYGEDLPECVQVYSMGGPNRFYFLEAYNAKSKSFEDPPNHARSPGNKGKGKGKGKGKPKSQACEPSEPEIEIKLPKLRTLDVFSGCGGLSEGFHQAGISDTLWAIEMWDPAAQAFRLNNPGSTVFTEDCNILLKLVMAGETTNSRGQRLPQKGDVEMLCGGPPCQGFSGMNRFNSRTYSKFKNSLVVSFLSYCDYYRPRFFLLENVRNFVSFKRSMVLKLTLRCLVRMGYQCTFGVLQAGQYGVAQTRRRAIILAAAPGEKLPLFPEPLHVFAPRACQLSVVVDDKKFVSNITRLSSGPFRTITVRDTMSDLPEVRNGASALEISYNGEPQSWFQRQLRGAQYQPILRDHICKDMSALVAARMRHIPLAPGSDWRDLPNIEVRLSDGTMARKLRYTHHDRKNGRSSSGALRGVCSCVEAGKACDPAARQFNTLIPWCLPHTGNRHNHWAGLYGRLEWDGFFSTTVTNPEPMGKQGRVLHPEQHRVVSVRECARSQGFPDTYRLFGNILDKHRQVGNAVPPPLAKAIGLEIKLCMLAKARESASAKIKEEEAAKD
# LMPTP inh: LMPTP phosphatase inhibitors, primary screen, biochemical, fluorescence intensity, uHTS; recombinant LMPTP-A, OMFP fluorogenic substrate; Low molecular weight phosphotyrosine protein phosphatase (Homo sapiens), P24666; AID 651560, 2012; 360,000 tested, 0.22% active; inhibition, % at 20 µM;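 active = compounds that cut the enzyme signal by at least half of the control window in the single-dose screen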;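 also: plate controls were DMSO wells with enzyme plus substrate for no effect and substrate without enzyme for full effect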
#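 Test system: LMPTP-A, protein tyrosine phosphatase of low molecular weight; Input: 0.625 nM enzyme; Incubation: 50 min dark incubation at room temperature; Signal: endpoint fluorescence intensity from OMFP dephosphorylation; Read-out basis: % inhibition versus control wells.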
# Scp1 inh: Scp-1 phosphatase inhibitors, primary screen, biochemical, colorimetric, uHTS | Carboxy-terminal domain RNA polymerase II polypeptide A small phosphatase 1 (Homo … | inhibition, % at 20 µM | Recombinant Scp1, phosphopeptide, malachite green phosphate absorbance | 340,000 tested, 0.88% active;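 active = inhibition above about 50% at 20 µM, limit read from the data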;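 also: plate controls were DMSO wells with enzyme for no effect and wells lacking enzyme for full effect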
#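 Material – SCP-1 phosphatase catalytic domain, residues 76-261 · Buffer or medium – Acidic Tris acetate buffer with magnesium and detergent · Also added – Phospho 17-mer peptide substrate · Compound – single 20 µM dose, 1% DMSO · Times – 45 min room-temperature reaction, 5 min colour, 30 min stabiliser · Technique – Phosphate-binding colour reagent, absorbance read at 630 nm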
# MsrA inh: bovine MsrA enzyme inhibitors, primary screen, biochemical, absorbance, HTS | Methionine sulfoxide reductase A (Bos taurus) | purified bovine MsrA, absorbance read-out | inhibition, % at 15.5 µM | 360,000 tested, 0.75% active | AID 651718, 2012; in the data active = inhibition above about 4.5%;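 also: 0% = vehicle wells with enzyme and 100% = reference inhibitor wells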
# SUMO1 PPI mod: modulators of SUMO1 protein-protein interactions, primary screen, biochemical, uHTS. SUMO1 binding to a labelled peptide, TR-FRET, 1 h. inhibition, % at 20 µM. 360,000 tested, 0.33% active. AID 602429, 2012; in the data active = inhibition above about 37%
# * marks the source's active call; other numbers are inactive results; nt = no result given.
SMILES,E coli Lon inh,MsrA act,CendR NRP1 mod,TbMetRS inhib,STEP block,DNMT1 inh,LMPTP inh,Scp1 inh,MsrA inh,SUMO1 PPI mod
CC(=O)OC[C@H]1O[C@@H](Sc2cccc3cccnc23)[C@H](OC(C)=O)[C@@H](OC(C)=O)[C@H]1OC(C)=O,-1.8,-2.4,7.1,0.3,-0.3,-7.5,-1.2,-5.2,-0.9,-2.4
O=C1N(c2ccccc2)C(=Nc2ccccc2)SC12CC2,-2.7,3.9,8.3,-0.7,1.1,2.1,-1.9,-3.3,-0.7,0.8
CC1Cc2ccccc2N1C(=O)CSc1nnc(Cc2ccccc2)n1CCc1ccccc1 (centres undefined),-5.6,-0.9,11.5,-0.7,-3.0,-6.4,3.6,15.8,-0.5,-3.0
O=C(Cc1ccccc1)NC1CCN(S(=O)(=O)c2ccc(C(=O)O)cc2)CC1,-1.7,-4.6,6.8,-1.4,-1.5,2.3,-0.8,3.1,0.0,10.4
CC(=O)c1c(C(C)=O)c(C)n(NC(=O)c2ccncc2)c1C,0.7,2.8,9.5,-0.2,0.0,1.8,-2.6,2.0,0.9,-1.9
COC(=O)[C@]1(C)N[C@H](CN(C)C(=O)c2ccc(C)cc2)[C@@H]2C(=O)N(Cc3ccccc3)C(=O)[C@@H]21,7.3,0.8,-7.5,-0.2,1.3,6.7,-1.5,-4.2,-1.1,-2.4
CC(C)(O)[C@H](O)COc1c2occc2cc2ccc(=O)oc12,2.7,-1.8,5.2,-0.3,-1.3,6.0,1.0,-3.8,0.4,0.0
CN(C)CC(C)(C)CNS(=O)(=O)c1cccc2nsnc12,-1.9,-2.3,-1.1,0.1,-5.7,5.6,-0.9,0.5,0.6,-17.7
CN1CCN(c2nc(-c3cccnc3)nc3ccccc23)CC1,4.6,-6.8,19.2,-0.4,0.2,8.1,0.9,-7.7,2.0,-1.1
COc1cc(C(=O)NCCCNc2ccc([N+](=O)[O-])cc2)cc(OC)c1OC,-10.9,-1.3,0.6,-0.7,0.1,-3.8,-0.8,-9.3,0.2,-13.7
CC(O)[C@H]1CNC(=O)C(=O)N1CC1(c2ccccc2)CC1 (some centres undefined),0.4,-9.2,5.7,0.3,-1.9,6.3,-0.9,3.5,-0.1,4.8
Nc1c(-c2ccccc2)c(CN2CCOCC2)nn1-c1ccccc1,1.7,-2.9,-0.3,-0.3,-0.2,-0.9,0.7,-2.8,-0.5,0.9
NCC(O)(c1ccc(Cl)cc1)c1ccc(Cl)cc1,-10.2,0.8,1.5,-0.8,-2.1,1.6,-1.5,-2.8,-0.4,4.6
CCOc1ccc(Br)cc1S(=O)(=O)Nc1cccc(S(=O)(=O)Nc2ccccc2C(=O)O)c1,-2.1,-2.7,-11.4,1.9,-5.7,-15.2,1.6,11.2,0.7,9.6
CCCSc1nsc(NC(=O)CC)n1,-3.5,-5.6,0.7,-0.7,-2.4,0.1,0.4,-6.0,-1.0,-1.6
N#CCN1CCN(CC(=O)c2ccc(Br)cc2)CC1,-7.8,-1.0,3.0,0.5,2.4,-0.1,-2.1,-13.3,0.4,-1.3
CN1CCN(c2nnc(-c3ccc(F)cc3)c3ccccc23)CC1,-2.4,0.2,-4.8,-0.2,1.0,0.0,1.6,-7.7,0.1,-5.1
CCOC(=O)c1sc(NC(=O)C(CC)Sc2nccn2C)nc1C (centres undefined),-2.8,-8.2,4.4,-1.2,-4.0,0.4,-1.9,-1.1,-0.3,-2.5
O=C(NCCC1=CCCCC1)c1ccc2c(=O)n3c(nc2c1)CCCCC3,7.4,-0.6,3.4,-0.3,-1.2,0.9,0.1,-9.1,0.8,-2.0
CCCc1nc(SCC(=O)N2c3ccccc3CC2C)c2c(C)c(C)sc2n1 (centres undefined),0.6,-2.8,-0.9,-0.8,6.6,-2.7,7.1,-1.1,-0.1,-1.3
CS(=O)(=O)c1ccc2nc(NC(=O)c3ccco3)sc2c1,-8.1,0.3,-5.6,-1.6,-1.4,1.5,-3.0,-6.0,5.7*,-0.2
Cc1ccc(/C=C/C(=O)O)cc1S(=O)(=O)N1CCc2ccccc2C1,2.7,-2.2,-10.0,-0.4,-0.8,-0.8,-0.4,-9.1,2.4,0.5
CCNC(=O)C/C(C)=N/NC(=O)C(=O)Nc1ccc(CC)cc1,-2.8,-3.4,-17.1,-0.5,3.9,-1.7,-1.1,-5.5,-1.1,2.7
CCN(CC)S(=O)(=O)c1ccc2oc(C(=O)NCc3ccc(F)cc3)c(C)c2c1,2.0,0.2,-3.2,-0.2,3.8,-9.3,3.6,-14.7,0.0,4.9
CNC(=O)c1ccccc1NC(=O)c1ccco1,6.7,-0.9,-10.5,-0.2,1.3,0.5,-1.0,-0.4,-0.1,1.0
Cc1ccc(-n2nnnc2SC(C)C(=O)Nc2ccccc2-c2ccccc2)cc1 (centres undefined),-1.4,-3.3,-0.5,-0.2,0.1,-7.8,-9.3,-12.7,-0.1,-3.0
COc1cccc(-n2nc(C#N)c(Cl)cc2=O)c1,-0.3,-5.8,-2.6,-0.5,0.1,10.3,0.4,3.4,0.7,-19.6
COc1ccc(C(=O)C(C)OC(=O)c2sc(C)nc2C)cc1 (centres undefined),-8.2,-2.2,-17.7,-0.3,-1.4,5.0,-1.5,-4.3,-0.6,-5.7
CCOC(=O)C1=C(C)n2c(s/c(=C/c3cccc([N+](=O)[O-])c3)c2=O)=NC1c1ccc(O)c(OC)c1 (centres undefined),-3.1,-7.0,-11.3,-0.1,-0.2,-10.9,-1.1,-2.8,-0.3,-8.7
O=C(CSc1nnc(Cn2nnc3ccccc32)o1)N(Cc1ccc(Cl)cc1)c1ccccc1,4.9,-2.8,13.6,-0.2,-1.1,-1.5,4.2,-10.3,-0.8,-0.6
CCCCc1ccc(NC(=O)CSc2nnc(CNC(=O)c3ccco3)o2)cc1,-6.1,-1.6,1.7,0.3,3.1,-3.4,0.8,-8.0,-0.7,0.9
COC(=O)Cc1cccc2c(=O)c3ccccc3oc12,-0.9,-6.5,2.3,-0.7,-1.8,0.4,0.1,-11.4,2.2,-2.3
COc1ccc(S(=O)(=O)N2CCC(C(=O)NCCCn3ccnc3)CC2)cc1C,-6.5,-0.6,10.2,0.1,-0.5,0.8,-0.9,2.6,0.3,0.7
COc1ccc(S(=O)(=O)N(C)CC(=O)N2CCCCC2)cc1Cl,-1.9,2.5,26.9*,1.4,-1.2,0.2,-1.5,-10.1,0.1,-1.6
O=C(O)c1sccc1OCc1ccccc1,1.9,3.3,-6.5,0.6,1.8,3.2,9.1,-5.0,-0.8,-1.3
Cc1ccccc1C1CC(=O)Oc2cc(O)ccc21 (centres undefined),-10.1,-5.4,-9.4,-1.3,-0.7,-2.2,-2.2,1.3,nt,0.3
COc1cc(NC(C)CCCN)c2ncccc2c1 (centres undefined),2.3,-0.4,-0.9,-0.2,-0.5,-19.1,-0.7,-188.1,1.5,-22.7
Cc1ccccc1NC(=O)Nc1nnc(Cc2ccc([N+](=O)[O-])cc2)s1,9.4,-2.6,-4.2,0.3,0.4,4.3,-0.8,-11.1,-0.4,-9.8
Cc1cc(=O)[nH]c(SCC(=O)NCCOc2ccccc2)n1,-7.2,-0.8,-2.5,-0.4,0.8,0.3,-0.7,-9.4,-0.5,1.9
CCOc1cc(C)ccc1OCc1nnc(SCC(=O)c2cccc([N+](=O)[O-])c2)n1C,-7.0,-2.1,-9.1,-0.4,0.5,-0.8,0.9,2.1,-0.7,-32.6
COc1ccc(CSCCc2n[nH]c(=S)n2-c2ccccc2)cc1,-8.0,1.7,-5.7,0.0,-3.9,-0.2,0.6,-1.7,-0.5,11.3
O=c1c(C=Nc2cccc(C(F)(F)F)c2)c[nH]n1-c1cccc(Cl)n1,-4.2,-0.5,-7.4,-0.6,4.2,1.1,-1.6,30.6,-0.7,-4.8
Oc1ccc(/C=N/n2c(-c3ccco3)csc2=Nc2cccnc2)c(O)c1,-8.2,-2.2,-4.7,0.4,-1.5,-24.0,-0.6,-10.5,4.2,-0.1
Cc1cccnc1NC(=O)c1ccc(NS(=O)(=O)c2ccc3[nH]c(=O)[nH]c3c2)cc1,0.2,-7.3,-2.9,0.0,-1.7,0.1,-1.0,-0.6,-0.7,8.3
CCOP(=O)(c1c(F)c(F)c(F)c(F)c1F)C(O)c1ccccc1 (centres undefined),9.8,-2.0,-2.9,-1.4,-2.9,2.5,0.0,1.1,0.1,-0.6
CCOCCCNS(=O)(=O)c1ccc(NC(=O)c2ccccc2)cc1,-4.6,0.5,-2.6,-0.1,-3.3,1.9,-0.9,-9.4,1.9,0.1
CCc1c(C(=O)N/N=C/c2ccc(OCc3ccc(F)cc3)c(OC)c2)nnn1-c1nonc1N,-7.8,0.6,4.7,-0.5,2.2,-3.6,4.3,1.8,-0.1,1.6
Cc1onc(-c2ccccc2)c1C(=O)OCC(=O)Nc1ccc(C#N)cc1,-13.1,-3.1,0.2,-0.3,0.3,2.3,0.8,-9.3,0.0,4.8

# Single records, from the list above.
# Shown for Cc1ccccc1C1CC(=O)Oc2cc(O)ccc21 (centres undefined) = E coli Lon inh = -10.1; MsrA act = -5.4; CendR NRP1 mod = -9.4; TbMetRS inhib = -1.3; STEP block = -0.7; DNMT1 inh = -2.2; LMPTP inh = -2.2; Scp1 inh = 1.3; MsrA inh = nt; SUMO1 PPI mod = 0.3
# Shown for COc1ccc(CSCCc2n[nH]c(=S)n2-c2ccccc2)cc1 = E coli Lon inh = -8.0; MsrA act = 1.7; CendR NRP1 mod = -5.7; TbMetRS inhib = 0.0; STEP block = -3.9; DNMT1 inh = -0.2; LMPTP inh = 0.6; Scp1 inh = -1.7; MsrA inh = -0.5; SUMO1 PPI mod = 11.3

# Two consecutive records out of the list so far, quoted:
SMILES,E coli Lon inh,MsrA act,CendR NRP1 mod,TbMetRS inhib,STEP block,DNMT1 inh,LMPTP inh,Scp1 inh,MsrA inh,SUMO1 PPI mod
CCc1c(C(=O)N/N=C/c2ccc(OCc3ccc(F)cc3)c(OC)c2)nnn1-c1nonc1N,-7.8,0.6,4.7,-0.5,2.2,-3.6,4.3,1.8,-0.1,1.6
Cc1onc(-c2ccccc2)c1C(=O)OCC(=O)Nc1ccc(C#N)cc1,-13.1,-3.1,0.2,-0.3,0.3,2.3,0.8,-9.3,0.0,4.8
